High-throughput results deposited in PubChem BioAssay by several laboratories.
SUMO HTRF inh: inhibitors of in vitro SUMOylation cascade, primary screen, biochemical, HTRF, uHTS. inhibition, % at 35 µM. 0.36% of 290,000 active. AID 2006, 2009. HTRF SUMOylation assay, SAE1/SAE2 + UBC9. SUMO-conjugating enzyme UBC9 (Homo sapiens), P63279; in the data active = inhibition above about 50%, passing the limit was not always enough; also: strong numbers were not always called active
Target sequence (P63279 whole entry, looked up): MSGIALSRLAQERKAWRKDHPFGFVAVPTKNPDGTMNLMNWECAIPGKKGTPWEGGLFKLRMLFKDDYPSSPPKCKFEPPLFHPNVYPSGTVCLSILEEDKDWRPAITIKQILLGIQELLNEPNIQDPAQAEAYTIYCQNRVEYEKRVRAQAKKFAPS
MEKK2wt PB1 HTS: modulators of MEK5 binding to wildtype MEKK2, primary screen, biochemical, multiplex bead flow cytometry, Alexa488-MEK5; binding response (% of control), % at 10 µM; 1.1% of 290,000 active; Alexa488-MEK5 binding to MEKK2 WT; actives lie on both sides; Mitogen-activated protein kinase kinase kinase 2 (Homo sapiens), Q9Y2U5; in the data active = binding response below about 67% or above about 130%
MEKK3 PB1 HTS: modulators of MEKK3-MEK5 PB1 binding, primary screen, biochemical, wildtype MEKK3, multiplex bead flow cytometry, Alexa488-MEK5. Mitogen-activated protein kinase kinase kinase 3 (Homo sapiens), Q99759. bead-based flow cytometry, Alexa488-MEK5 binding to MEKK3; actives lie on both sides; 0 = blocked by unlabeled MEK5, 100 = vehicle. binding response (% of control), % at 10 µM. 1.4% of 290,000 active. AID 1529, 2009;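 active = binding response more than 3 SD above or below the average of its plate-row segment, actives on both sides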;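 also: Alexa488 bead fluorescence after subtracting the streptavidin-only scavenger bead signal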
Target sequence (Q99759 whole entry, looked up): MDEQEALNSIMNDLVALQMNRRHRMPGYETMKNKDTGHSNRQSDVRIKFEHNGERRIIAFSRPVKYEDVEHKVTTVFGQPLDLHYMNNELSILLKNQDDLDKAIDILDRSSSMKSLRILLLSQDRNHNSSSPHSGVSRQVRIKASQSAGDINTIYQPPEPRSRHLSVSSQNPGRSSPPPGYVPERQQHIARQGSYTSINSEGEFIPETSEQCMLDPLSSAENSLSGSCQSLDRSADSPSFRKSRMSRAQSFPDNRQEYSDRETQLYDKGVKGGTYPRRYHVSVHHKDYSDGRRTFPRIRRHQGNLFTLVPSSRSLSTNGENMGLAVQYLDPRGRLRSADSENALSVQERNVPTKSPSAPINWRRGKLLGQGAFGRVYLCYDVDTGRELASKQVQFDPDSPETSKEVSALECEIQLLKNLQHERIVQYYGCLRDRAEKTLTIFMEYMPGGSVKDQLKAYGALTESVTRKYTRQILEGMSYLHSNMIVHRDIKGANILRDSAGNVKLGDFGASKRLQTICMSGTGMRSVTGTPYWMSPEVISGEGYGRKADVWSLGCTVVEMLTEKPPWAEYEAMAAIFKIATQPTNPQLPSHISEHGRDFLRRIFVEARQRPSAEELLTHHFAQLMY
NALP1 yeast inh: NALP1 inflammasome inhibitors in reconstituted yeast, colorimetric, S. cerevisiae, triplicate retest. S. cerevisiae NALP1/ASC/caspase-1 growth, X-gal OD620, 72 h. inhibition, % at 10 µM. 0.61% of 280,000 active. AID 2071, 2009; in the data active = inhibition mostly above about 24%, no sharp cut-off; inactive = mostly below about 32%; also: some compounds called inactive have numbers as strong as hits
IDE inh: human IDE inhibitors in live cells, primary screen, fluorescence polarization, HEK cells, FAbetaB substrate; Insulin-degrading enzyme (Homo sapiens), P14735; 0.41% of 320,000 active; FAbetaB cleavage; inhibition, % at 5.59 µM;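 active = percent inhibition above the average of all tested compounds plus 3 SD, set per screening campaign, cut at about 16% in these data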;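 also: IDE supplied by intact live HEK cells; FP after avidin binding of uncleaved biotin substrate so inhibition keeps polarization high; 0% = DMSO wells and 100% = 60 µM reference IDE inhibitor Ii1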
IDE cell activ: human IDE activators in live cells, primary screen, fluorescence polarization, HEK cells, FAbeta-B substrate; Insulin-degrading enzyme (Homo sapiens), P14735; FAbeta-B cleavage; 0% vehicle, 100% cell-free pure enzyme wells; activation, % at 5.96 µM; 0.073% of 340,000 active; AID 493087, 2011;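 active = activation above the mean of all tested compounds plus 3 SD, set per screening campaign, cut at about 17% in these data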
pCIP destab: p/CIP-EGFP fusion destabilizers, primary screen, fluorescence, F442A cells; decrease of EGFP signal, % at 10 µM; Q05BA5; 16 h; 0.01% of 290,000 active;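 active = EGFP signal decrease of at least 30% at 10 µM or well 3 SD below plate mean, unless failing retest; inactive = the rest, including hits failing retest or dose response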; also: some compounds called inactive have numbers as strong as hits; many of its hits are not listed in these tables
MEKK2mut PB1 HTS: MEK5 binding signal on mutant MEKK2 PB1, primary screen, biochemical, multiplex bead flow cytometry, Alexa488-MEK5; percent response, % at 10 µM; 0.35% of 290,000 active; Alexa488-MEK5 binding to MEKK2 mutant; in the data active = percent response above about 24%, passing the limit was not always enough; also: inactives centre near 1; some results filed as inactive read as strong as hits; reference of the scale not given here
PfM18AAP inh: PfM18AAP inhibitors, malaria aminopeptidase, primary screen, biochemical, QFRET, recombinant enzyme; 1.2% of 290,000 active; inhibition, % at 7.35 µM; M18 aspartyl aminopeptidase (Plasmodium falciparum 3D7); H-Glu-NHMec fluorogenic cleavage; AID 1822, 2009;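 active = inhibition above the campaign mean inhibition over all tested compounds plus 3 SD, cut at about 28% in these data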;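 also: 0% = plate median of test compound wells and 100% = 2 mM ZnCl2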
Starred values were filed as active, the others as inactive; · = no result given. The list is partial; count on the stated rates, not on these rows.

entry	SMILES	SUMO HTRF inh	MEKK2wt PB1 HTS	MEKK3 PB1 HTS	NALP1 yeast inh	IDE inh
1	CC1CCCCN1C(=O)CSc1nc(-c2ccccc2)cc(=O)[nH]1 (stereo not given)	17	102	97	7	-4
2	Cc1cccc(NC(=S)NCCC(c2ccccc2)c2ccccc2)c1	-37	122	106	9	-2
3	CCOC(=O)Cn1c(=NC(=O)C2CC2)sc2c(C)cc(C)cc21	13	94	99	·	3
4	CCOC(=O)N1CCN(c2cc(=O)n(-c3ccc(OC)cc3)c(=O)[nH]2)CC1	25	105	104	9	3
5	Oc1cc2c(cc1CN1CCN(c3ncccn3)CC1)OCO2	-1	105	104	-5	-4
6	Cc1ccc(CN2C3=NCCN3c3ccccc32)cc1	6	103	99	-18	1
7	CCOC(=O)N1CCN(C(=O)c2ccccc2NC(C)=O)CC1	12	99	101	12	2
8	COc1ccccc1C(=O)NNC(=O)C(=O)NCc1ccccc1	12	93	96	6	-5
9	Cc1ccc(NC(=O)c2nc(S(=O)(=O)Cc3ccccc3)ncc2Cl)cc1	20	103	103	-12	2
10	Oc1ccc(NCc2ccc(OCc3ccccc3)cc2)cc1	62	95	91	25	·
11	CCCCC(=O)Nc1ccc(C(=O)Nc2ccc(S(=O)(=O)Nc3ccc(C)cc3)cc2)cc1	29	92	92	6	-4
12	COc1ccc(CCNCC(=O)Nc2ccc(C(=O)N3CCCCC3)cc2)cc1	10	106	101	25	-12
13	COc1ccc(NC(=O)C2CSC(C)(C)N2C=O)cc1 (stereo not given)	0	93	96	2	0
14	CCCCCCC/C=N/Nc1nnc(Cc2ccccc2)c(=O)[nH]1	25	99	103	-13	1
15	CCOc1ccc(-n2nc3ccc(NC(=O)CC)cc3n2)cc1	24	109	106	1	·

entry	IDE cell activ	pCIP destab	MEKK2mut PB1 HTS	PfM18AAP inh
1	2	-6	4	4
2	-6	2	1	-1
3	-3	-7	-2	5
4	-3	-3	3	-5
5	2	-14	3	2
6	4	-6	1	-17
7	7	-2	3	-13
8	2	-2	-2	13
9	0	-23	1	-71
10	4	-9	-6	46*
11	4	-2	-3	-14
12	-1	-5	8	3
13	2	5	-10	-6
14	2	-3	3	28*
15	0	-10	8	-1

Next part:
entry	SMILES	SUMO HTRF inh	MEKK2wt PB1 HTS	MEKK3 PB1 HTS	NALP1 yeast inh	IDE inh
16	COc1cc(Cl)ccc1OCc1cc(C(=O)N(C)C2CCOC2)no1 (stereo not given)	2	98	96	2	7
17	COc1ccc(OC)c(C(=O)CN2C(=O)NC(C)(c3ccccc3)C2=O)c1 (stereo not given)	-5	84	88	-12	2
18	CC(SC(=S)N1CCCC1)C(=O)O (stereo not given)	-2	94	98	8	5
19	O=C(O)C(Cc1c[nH]c2ccccc12)N1Cc2ccccc2C1=O (stereo not given)	-1	96	93	-3	-3
20	O=C(NCc1cccnc1)c1cccc(Cl)c1	14	99	102	6	1
21	CCC(C)NC(=O)c1cnn2c1NC(c1cccs1)CC2C(F)(F)F (stereo not given)	-7	102	101	13	4
22	Cc1ccc(Sc2ccc(N)cn2)cc1	-6	95	92	4	3
23	Cc1ccc(S(=O)(=O)/N=C(/c2ccc(F)cc2)N2CCCCC2)cc1	1	93	92	26	-2
24	Cc1ccc(S(=O)(=O)N2CCC(=O)N(C(COCc3ccccc3)Cc3ccccc3)CC2)cc1 (stereo not given)	-4	98	100	25	-2
25	COc1ccc(Cl)cc1NC(=S)NNC(=O)CC(C)C	-14	105	105	-36	3
26	COc1ccc(CC(=O)N2CCC(CCC(=O)Nc3ccccc3)CC2)cc1	15	104	99	12	2
27	CCOCCCn1c(SCC(=O)/C(C#N)=C(\C)N)nc2ccccc2c1=O	11	98	122	12	2
28	COC(=O)c1ccccc1NC(=O)CSc1ccc(C)cc1	-16	99	125	2	4
29	Cc1ccc(-c2n[nH]c3c2C(c2cccc(O)c2)N(c2ccc(C(=O)O)cc2)C3=O)cc1 (stereo not given)	4	98	102	·	5
30	CC(NC(=S)NCCc1ccccc1)C(c1cccs1)N1CCN(C)CC1 (stereo not given)	-7	87	70	14	3

entry	IDE cell activ	pCIP destab	MEKK2mut PB1 HTS	PfM18AAP inh
16	2	-3	3	0
17	5	-9	-12	-6
18	·	-15	-12	3
19	5	-3	2	2
20	4	-15	0	0
21	-2	-3	2	-6
22	·	1	-11	7
23	4	-2	-6	-3
24	2	-20	1	-10
25	-2	-4	0	2
26	5	-2	6	0
27	2	-8	-1	3
28	2	5	4	-5
29	3	-1	0	-3
30	-5	3	-7	2

(listing goes on)
entry	SMILES	SUMO HTRF inh	MEKK2wt PB1 HTS	MEKK3 PB1 HTS	NALP1 yeast inh	IDE inh
31	CCN1CCN(C(=S)NCc2ccc(C)cc2)CC1	9	105	102	32	6
32	CC1(C)CC(NS(=O)(=O)c2ccc(F)cc2)CC(C)(C)N1	15	101	101	14	2
33	CCOC(=O)c1sc(=S)n(Cc2ccccc2)c1N	-3	103	108	8	0
34	CCN1CCN(c2ccc(S(=O)(=O)N3CCCCC3)cc2NC(=O)/C=C/c2cccc(OC)c2OC)CC1	-7	131	102	17	1
35	COc1ccccc1Cn1c(C)nnc1-c1cnn(C)c1N	12	96	98	6	2
36	N#CCc1ccc(NC(=O)Nc2cccc(Cl)c2)cc1	4	111	110	8	7
37	COC(=O)c1ccc2c(=O)n(CCCCCC(=O)O)c(=S)[nH]c2c1	-2	92	93	21	8
38	Cc1[nH]c2ccccc2c1CCN(Cc1cccs1)C(=S)NC(C)(C)C	-22	103	107	-6	3
39	COc1cc(C2NC(=S)NC(C)=C2C(=O)OC(C)C)ccc1OC(C)C (stereo not given)	6	105	108	27	2
40	CCC(C(=O)NCc1cccc(C)c1)n1nc(C)c2c(C)n(-c3ccccc3)nc2c1=O (stereo not given)	13	100	98	16	-2
41	CCCCN(CCCC)S(=O)(=O)c1ccc(NC(=O)Cc2cccs2)cc1	1	143*	112	16	2
42	CCOC(=O)CN1CC23C=CC(O2)C(C(=O)NCc2ccc(F)cc2)C3C1=O (stereo not given)	-19	97	96	·	3
43	COc1ccc(CC(=O)Nc2ccccc2Oc2ccccc2)cc1	-8	82	92	-20	-1
44	Cc1ccc(S(=O)(=O)NCC(=O)NCC(=O)OCC(=O)N2CC(=O)Nc3ccccc32)cc1C	16	103	108	8	6
45	COc1ccc(-c2noc(Cc3cccs3)n2)cc1	6	·	·	22	-1

entry	IDE cell activ	pCIP destab	MEKK2mut PB1 HTS	PfM18AAP inh
31	4	-10	17	-9
32	0	0	1	-3
33	4	-2	2	4
34	0	3	5	1
35	6	5	-5	3
36	0	-2	7	1
37	3	-2	-2	8
38	3	-10	-2	6
39	-6	-2	4	-2
40	7	2	2	4
41	7	-7	15	1
42	2	-16	3	-2
43	·	-4	-10	-3
44	-2	2	-4	2
45	-1	0	·	1

Profiles as entered above:
COC(=O)c1ccc2c(=O)n(CCCCCC(=O)O)c(=S)[nH]c2c1 in the list: SUMO HTRF inh: -2; MEKK2wt PB1 HTS: 92; MEKK3 PB1 HTS: 93; NALP1 yeast inh: 21; IDE inh: 8; IDE cell activ: 3; pCIP destab: -2; MEKK2mut PB1 HTS: -2; PfM18AAP inh: 8
N#CCc1ccc(NC(=O)Nc2cccc(Cl)c2)cc1 in the list: SUMO HTRF inh: 4; MEKK2wt PB1 HTS: 111; MEKK3 PB1 HTS: 110; NALP1 yeast inh: 8; IDE inh: 7; IDE cell activ: 0; pCIP destab: -2; MEKK2mut PB1 HTS: 7; PfM18AAP inh: 1
CCOC(=O)c1sc(=S)n(Cc2ccccc2)c1N in the list: SUMO HTRF inh: -3; MEKK2wt PB1 HTS: 103; MEKK3 PB1 HTS: 108; NALP1 yeast inh: 8; IDE inh: 0; IDE cell activ: 4; pCIP destab: -2; MEKK2mut PB1 HTS: 2; PfM18AAP inh: 4

By substructure: those above containing fluorine.
entry	SMILES	SUMO HTRF inh	MEKK2wt PB1 HTS	MEKK3 PB1 HTS	NALP1 yeast inh	IDE inh
21	CCC(C)NC(=O)c1cnn2c1NC(c1cccs1)CC2C(F)(F)F (stereo not given)	-7	102	101	13	4
23	Cc1ccc(S(=O)(=O)/N=C(/c2ccc(F)cc2)N2CCCCC2)cc1	1	93	92	26	-2
32	CC1(C)CC(NS(=O)(=O)c2ccc(F)cc2)CC(C)(C)N1	15	101	101	14	2
42	CCOC(=O)CN1CC23C=CC(O2)C(C(=O)NCc2ccc(F)cc2)C3C1=O (stereo not given)	-19	97	96	·	3

entry	IDE cell activ	pCIP destab	MEKK2mut PB1 HTS	PfM18AAP inh
21	-2	-3	2	-6
23	4	-2	-6	-3
32	0	0	1	-3
42	2	-16	3	-2

Next section.
entry	SMILES	SUMO HTRF inh	MEKK2wt PB1 HTS	MEKK3 PB1 HTS	NALP1 yeast inh	IDE inh
46	O=C(NNC(=O)c1ccccc1F)c1cccs1	-3	96	104	-2	0
47	O=C(N/N=C/c1ccc(-c2cccc(C(F)(F)F)c2)o1)c1ccccc1O	25	108	99	14	-6
48	CCC(C)(C)NC(=O)Cc1ccc(F)cc1	7	104	101	0	0
49	COCCNC(=O)c1cc(OC)c(OC)cc1[N+](=O)[O-]	17	96	98	14	3
50	CCOc1ccccc1N1CCN(CC(=O)NC(=O)NCc2ccco2)CC1	11	101	106	8	4
51	COc1ccccc1NC(=O)CSc1nc(N)c(-c2ccccc2)c(=O)[nH]1	13	91	93	2	4
52	Cc1nnc(SCC(=O)Nc2ncc3c(n2)CC(c2ccccc2)CC3=O)s1 (stereo not given)	9	96	96	8	3
53	Cc1ccc(S(=O)(=O)N2CCN(CC(=O)N/N=C/C=C/c3ccccc3)CC2)cc1	5	106	138*	12	1
54	CCOc1ccccc1/C=C(/NC(=O)c1ccccc1)C(=O)NCC(=O)O	8	107	125	8	-1
55	O=C(NCCN1CCCC1)c1ccccc1Cl	-4	91	98	-4	6
56	Cc1ccc(CNS(=O)(=O)c2c(C)[nH]c(C)c2C(=O)N2CCCCC2)o1	5	104	101	3	-2
57	Cc1ccc(-c2nc(CS(=O)CC(=O)NC(C)CCc3ccccc3)c(C)o2)cc1 (stereo not given)	10	100	100	8	-2
58	Cc1ccc(C2CC(c3cccc(NS(C)(=O)=O)c3)=NN2S(C)(=O)=O)cc1 (stereo not given)	22	20*	103	18	-3

entry	IDE cell activ	pCIP destab	MEKK2mut PB1 HTS	PfM18AAP inh
46	-2	1	-2	2
47	1	6	7	2
48	·	6	7	-11
49	2	-2	-3	1
50	-1	-13	1	-2
51	3	-14	-6	-1
52	-1	-12	-3	1
53	3	-3	0	-12
54	5	-5	0	6
55	5	-8	-8	-19
56	3	10	2	4
57	5	-56	-4	-5
58	-2	-2	29	-14
